Source: PubChem (Broad Institute)
PglD DTNB = C. jejuni PglD acetyltransferase inhibitors, primary screen, biochemical, DTNB colorimetric, single point. UDP-N-acetylbacillosamine N-acetyltransferase PglD (Campylobacter jejuni). purified PglD enzyme, DTNB colorimetric CoA detection. inhibition, % at 12.5 µM. actives 0.098% (n = 360,000). AID 602405, 2012; in the data active = inhibition above about 16%, passing the limit was not always enough; also: strong numbers were not always called active
ERAP1 inh = human ERAP1 aminopeptidase inhibitors, primary screen, biochemical, single point, plate reader; recombinant ERAP1, Leu-AMC fluorescence, 60 min; inhibition, % at 10.7 µM; actives 0.15% (n = 340,000); AID 652197, 2013;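 active = mean replicate inhibition of at least 30%, or all replicates individually reaching that 30% level; inactive = mean below 30% and not every replicate reaching it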;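 also: 0% = neutral control wells and 100% = L-leucinethiol positive control wells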
Target sequence (Q9NZ08 whole entry, looked up): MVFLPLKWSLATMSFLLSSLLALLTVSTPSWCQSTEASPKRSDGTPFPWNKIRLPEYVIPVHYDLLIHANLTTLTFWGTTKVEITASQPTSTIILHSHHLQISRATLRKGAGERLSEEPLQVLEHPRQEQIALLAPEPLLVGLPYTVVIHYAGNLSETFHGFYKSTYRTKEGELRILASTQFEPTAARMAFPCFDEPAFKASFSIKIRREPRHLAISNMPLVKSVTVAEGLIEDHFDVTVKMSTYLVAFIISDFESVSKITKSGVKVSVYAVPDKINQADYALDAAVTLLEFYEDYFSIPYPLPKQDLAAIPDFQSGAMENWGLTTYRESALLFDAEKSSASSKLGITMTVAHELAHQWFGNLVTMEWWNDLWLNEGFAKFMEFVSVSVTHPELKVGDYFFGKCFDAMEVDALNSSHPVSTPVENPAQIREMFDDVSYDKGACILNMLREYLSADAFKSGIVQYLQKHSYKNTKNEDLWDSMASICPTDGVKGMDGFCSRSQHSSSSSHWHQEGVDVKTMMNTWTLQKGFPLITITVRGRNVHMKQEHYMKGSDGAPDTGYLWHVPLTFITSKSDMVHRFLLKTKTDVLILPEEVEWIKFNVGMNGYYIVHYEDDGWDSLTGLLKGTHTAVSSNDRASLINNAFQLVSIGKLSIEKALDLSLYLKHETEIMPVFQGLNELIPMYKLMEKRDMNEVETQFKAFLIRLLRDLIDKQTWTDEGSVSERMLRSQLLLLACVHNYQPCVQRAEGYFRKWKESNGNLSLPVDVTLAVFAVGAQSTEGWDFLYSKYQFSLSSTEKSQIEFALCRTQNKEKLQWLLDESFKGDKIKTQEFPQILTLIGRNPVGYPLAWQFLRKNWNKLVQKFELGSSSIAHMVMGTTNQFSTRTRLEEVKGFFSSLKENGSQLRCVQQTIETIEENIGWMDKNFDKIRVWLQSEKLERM
miR-122 sensor = miR-122 Renilla sensor signal increase in Huh7, primary screen, miR-122 inhibitor project, cell-based, single point, plate reader; Huh7 miR-122 Renilla luciferase sensor, 48 h; neutral wells = 0, positive control = 100; activation (reporter increase), % at 12.5 µM; actives 0.3% (n = 340,000);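 active = mean replicate activation score at least 90 and every replicate individually at or above 90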;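 also: higher luciferase means less miR-122 activity so hits act as miR-122 inhibitors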
Cneo AK release = Cryptococcus neoformans cell lysis inducers, primary screen, AK release luminescence, single concentration. lysis activity, % at 15 µM. C. neoformans lysis, adenylate kinase release luminescence, 4 h; normalised: neutral wells 0, clomiphene wells 100. actives 0.2% (n = 360,000);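 active = mean lysis activity across replicates of at least 80%, whatever share of replicates individually reach that level; inactive = mean lysis activity below 80%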
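Assay system: C. neoformans cells. Amount: yeast cell density of 5 × 10^6 cells/mL. Technique: AK luminescence. Buffer or medium: YPD. Times: static 4 h at 37 °C with compound, 1 h detection. Dosing: single-point compound dose. Read-out: lysis from increased AK signal.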
RAD52 anneal inh = RAD52 DNA annealing inhibitors, primary screen, biochemical, FRET, single point, set 2; DNA repair protein RAD52 homolog (Homo sapiens), P43351; recombinant RAD52 DNA annealing, FRET fluorescence; inhibition, % at 18.7 µM; actives 0.46% (n = 360,000);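 active = every replicate showing at least 50% inhibition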
RAD54 inh = inhibitors of human RAD54 branch migration, primary screen, biochemical, fluorescence, single point; DNA repair and recombination protein RAD54-like (Homo sapiens), Q92698; RAD54 Holliday junction branch migration, FAM/BHQ fluorescence; inhibition, % at 10.4 µM; actives 0.14% (n = 360,000); AID 602329, 2012;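 active = mean normalized replicate activity at least 40 and at least half of replicates scoring 40 or more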;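 also: 0% = median of neutral control wells and 100% = median of positive control wells; inhibitors cause a drop in the FAM fluorescence signal; in these data hits start at about 50%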
PGC1a acetyl inh = inhibitors of PGC1a acetylation signal, primary screen, cell-based, U2OS, AlphaScreen, inhibitor mode | AlphaScreen anti-acetyl-lysine; with virally co-expressed GCN5 acetyltransferase | inhibition, % at 15.6 µM | actives 0.17% (n = 350,000) | AID 651687, 2012;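 active = every replicate shows inhibition of at least 40%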;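 also: 0% = neutral control wells and 100% = positive control wells; some results beyond the cut were filed as inactive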
E-sel inducer = E-selectin induction in HUVECs, primary screen, imaging, HUVEC, immunofluorescence imaging, single point. P16581. normalized: neutral wells 0, TNF-alpha wells 100. AID 686992, 2013. actives 0.37% (n = 260,000). activation, % at 7.58 µM;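 active = mean E-selectin-positive cell signal at least 10% of the positive control, reached in at least 60% of replicates, without over 20% cell loss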;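 also: in these data hits start at about 27%; measured in HUVEC primary endothelial cells; signal is the percent of cells scored E-selectin positive by PE staining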
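Test system – human umbilical vein endothelial cells (HUVEC), E-selectin induction · Input – 3,000 HUVEC seeded per well · Buffer or medium – EGM-2, gelatin · Compound dosing – single-point compound dose · Detection – immunofluorescence imaging · Measure – percent E-selectin-positive cells · Controls – TNF-alpha high, DMSO low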
An asterisk follows results filed as active; i = inactive; x = not tested or not shown.

SMILES	PglD DTNB	ERAP1 inh	miR-122 sensor	Cneo AK release	RAD52 anneal inh	RAD54 inh	PGC1a acetyl inh	E-sel inducer
CCc1ccc(CN2CCN(Cc3cc(Br)ccc3O)CC2)cc1	x	-11	x	x	-19	x	x	x
O=[N+]([O-])c1cc(F)c(N2CCCCCC2)cc1N1CCNCC1	x	-1	x	x	2	x	x	x
C#CCOc1cc(C2C3=C(COC3=O)Nc3cc4c(cc32)OCO4)ccc1OC (stereo not drawn)	x	1	x	x	0	x	x	x
O=[N+]([O-])c1cccc(CN2CCN(Cc3ccc(Br)cc3)CC2)c1	x	-1	x	x	-1	x	x	x
O=C1C2CCCC1C(N1CCCC1)CC2 (stereo not drawn)	x	0	x	x	0	x	x	x
O=C(O)c1cc(S(=O)(=O)N2CC3CC(C2)c2cccc(=O)n2C3)ccc1F (stereo not drawn)	x	-5	x	x	-10	x	x	x
COc1ccc2c(c1)[C@@]13CCCCC1[C@@H](C2)NCC3 (stereo partly drawn)	x	-10	x	x	-7	x	x	x
CCN1C(=O)CC(c2cccnc2)=Nc2ccccc21	x	-2	x	x	-20	x	x	x
O=C1NC(=O)C(=Cc2coc3ccccc3c2=O)C(=O)N1	x	16	x	x	-11	x	x	x
N/C(=N\[N+](=O)[O-])NCCCC(NC(=O)CNC(=O)c1ccccc1)C(=O)O (stereo not drawn)	x	-3	x	x	-3	x	x	x
O=C(COc1ccccc1)N1CCN(CCN2C(=O)c3cccc4cccc(c34)C2=O)CC1	x	11	x	x	-9	x	x	x
c1ccc2sc(NC3=NCCN3)nc2c1	x	-3	x	x	-17	x	x	x
COP(=O)(C#Cc1ccccc1)C(O)c1ccc(Br)cc1 (stereo not drawn)	x	5	x	x	3	x	x	x
N#CCCn1cc(C(=O)Nc2ccc([N+](=O)[O-])cc2)c(-c2ccc3c(c2)OCCO3)n1	x	4	x	x	-8	x	x	x
CN1C(=O)NC(=O)/C(=C/c2ccc([N+](=O)[O-])o2)C1=O	x	-2	x	x	-70	x	x	x
Cc1cc(N(CCCl)CCCl)ccc1/C=N/N=C(\N)c1cnccn1	x	2	x	x	-29	x	x	x
Cc1ncc(CN2CCCC(C(=O)c3ccc(C(C)(C)C)cc3)C2)s1 (stereo not drawn)	x	0	x	x	-6	x	x	x
CCN1C(=O)C(=C/C=C/c2ccco2)C(=O)N(CC)C1=S	x	9	x	x	i	x	x	x
Cc1ccc(-n2c(O)c(C=NCCN(C)C)c(=O)[nH]c2=O)cc1	x	-1	x	x	-23	x	x	x
COC(=O)C1(C(=O)O)Cc2cc([N+](=O)[O-])ccc2N2CCCC21 (stereo not drawn)	x	7	x	x	-7	x	x	x
C/C=C/c1ccc(C2[C@@H]3CN(Cc4ccccn4)C[C@H]2N3)cc1 (stereo partly drawn)	x	x	x	x	x	x	2	0.4
C/C=C/c1ccc(C2[C@@H]3CN(S(C)(=O)=O)C[C@H]2N3)cc1 (stereo partly drawn)	x	x	x	x	x	x	-3	0.0
C/C=C/c1ccc(C2[C@@H]3CN(Cc4cncnc4)C[C@H]2N3)cc1 (stereo partly drawn)	x	x	x	x	x	x	3	-0.2
CC(=NCCN1CCCCC1)c1c(O)n(-c2ccccc2)c(=O)[nH]c1=O	x	x	x	x	-15	x	x	9.0
Cc1ccc(C(O)(C(=O)OC(C)C)C(O)c2ccccc2)cc1 (stereo not drawn)	x	x	x	x	-10	x	x	-0.2
O=c1[nH]c(=O)n(Cc2ccco2)c(O)c1C=NCCN1CCNCC1	x	x	x	x	-11	x	x	1.3
CCOC(=O)[C@]12Cc3ccccc3[C@H]1N(Cc1ccccc1)C(=O)c1cc(F)c(F)cc12	x	x	x	x	-26	x	x	0.0
O=C(Nc1ccc(C(F)(F)F)cc1)OC1CN2CCC1CC2 (stereo not drawn)	x	x	x	x	-21	x	x	-0.1
CCOC(=O)[C@]12Cc3ccccc3[C@H]1N(CCC(=O)OC)C(=O)c1ccccc12	x	x	x	x	-27	x	x	4.2
CC(=O)OC1N=C(c2ccccc2Cl)c2cc(Br)ccc2N(C)C1=O (stereo not drawn)	x	x	x	x	-16	x	x	2.9
CCOC(=O)[C@]12Cc3cc(C)ccc3[C@H]1N(C(C)C)C(=O)c1ccccc12	x	x	x	x	-35	x	x	-0.4
Cn1c(O)c(C=Nc2ccccc2-c2ccccc2)c(=O)n(C)c1=O	x	x	x	x	-6	x	x	1.0
C=CCn1c(O)c(/C(C)=N/N2CCN(C)CC2)c(=O)[nH]c1=O	x	x	x	x	2	x	x	0.3
C[C@@]12CC[C@@H](c3cc4c(cc3C1)OCO4)N2c1ccccc1	x	x	x	x	-17	x	x	2.2
Cc1nc(-c2cccc(CN(C)C(=O)Oc3ccc([N+](=O)[O-])cc3)c2)no1	x	x	x	x	-17	x	x	1.2
CCOC(=O)[C@]12Cc3ccccc3[C@H]1N(CCC(=O)OC)C(=O)c1cc(OC)ccc12	x	x	x	x	-13	x	x	-0.3
CN(N)N=Nc1nc2c([nH]1)c(=O)n(C)c(=O)n2C	x	x	x	x	-23	x	x	58*
Cc1cc(OCC(=O)OC(C)C)c2c3c(c(=O)oc2c1)CCCC3	0	x	x	1	x	-5	x	x
CC(=O)Nc1ccc(OC(=O)N(C)c2ccccc2)cc1	-4	x	x	-2	x	-3	x	x
O=C(Nc1cccnc1)c1c(O)c2c(n(Cc3ccccc3)c1=O)CCCC2	2	x	x	-1	x	-3	x	x

Four entries from above in another layout.
SMILES: CCOC(=O)[C@]12Cc3cc(C)ccc3[C@H]1N(C(C)C)C(=O)c1ccccc12
- PglD DTNB = x
- ERAP1 inh = x
- miR-122 sensor = x
- Cneo AK release = x
- RAD52 anneal inh = -35
- RAD54 inh = x
- PGC1a acetyl inh = x
- E-sel inducer = -0.4
SMILES: Cn1c(O)c(C=Nc2ccccc2-c2ccccc2)c(=O)n(C)c1=O
- PglD DTNB = x
- ERAP1 inh = x
- miR-122 sensor = x
- Cneo AK release = x
- RAD52 anneal inh = -6
- RAD54 inh = x
- PGC1a acetyl inh = x
- E-sel inducer = 1.0
SMILES: C=CCn1c(O)c(/C(C)=N/N2CCN(C)CC2)c(=O)[nH]c1=O
- PglD DTNB = x
- ERAP1 inh = x
- miR-122 sensor = x
- Cneo AK release = x
- RAD52 anneal inh = 2
- RAD54 inh = x
- PGC1a acetyl inh = x
- E-sel inducer = 0.3
SMILES: C[C@@]12CC[C@@H](c3cc4c(cc3C1)OCO4)N2c1ccccc1
- PglD DTNB = x
- ERAP1 inh = x
- miR-122 sensor = x
- Cneo AK release = x
- RAD52 anneal inh = -17
- RAD54 inh = x
- PGC1a acetyl inh = x
- E-sel inducer = 2.2

Continuation:
SMILES	PglD DTNB	ERAP1 inh	miR-122 sensor	Cneo AK release	RAD52 anneal inh	RAD54 inh	PGC1a acetyl inh	E-sel inducer
CCCCn1c(=O)c(C(=O)NCc2ccncc2)c(O)c2ccccc21	4	x	x	-4	x	-4	x	x
CN(C)C1(c2nnnn2CCOC(=O)Nc2ccc(Cl)cc2)CCCCC1	9	x	x	-2	x	7	x	x
CCCSP1(=S)NCCCO1 (stereo not drawn)	2	x	x	-2	x	3	x	x
O=C(Cc1ccccc1)Oc1cccc(N2C(=O)CCC2=O)c1	3	x	x	1	x	1	x	x
CN1CCN(C(=O)OC2c3nccnc3C(=O)N2c2ccc(Cl)cn2)CC1 (stereo not drawn)	-9	x	x	-3	x	-2	x	x
O=[N+]([O-])c1ccc(CN2CC=C(c3ccccc3)CC2)cc1	-4	x	x	-4	x	6	x	x
COc1ccc(C(=O)c2nc3ccccc3n2C(C)C)cc1	x	1	-5	x	-15	x	x	x
CP(=O)(Nc1ccccc1)C(Cl)(Cl)Cl (stereo not drawn)	x	-2	x	x	-4	x	11	x
OC(CCNCCc1c[nH]c2ccccc12)C(F)(F)Cl (stereo not drawn)	x	1	x	x	-9	x	2	x
Cc1cc(Cl)ccc1C(=O)C1CCCN(Cc2ccon2)C1 (stereo not drawn)	x	2	x	x	-8	x	-11	x
CC1(C)CC(CCNCc2ccc3c(c2)OCO3)(Cc2ccccc2)CCO1 (stereo not drawn)	x	-2	x	x	-12	x	6	x
OC(c1ccccc1)(c1ccc(Cl)cc1)C1CN2CCC1CC2 (stereo not drawn)	x	0	x	x	-1	x	-8	x
CN1CCN(C(=O)Cc2nc3ccccc3[nH]2)CC1	x	6	x	x	-5	x	1	x
CN1C(=O)C(=Cc2ccc(SC3CCCCC3)o2)C(=O)N(C)C1=O	x	-2	x	x	-44	x	14	x
O=C1NC(=O)C(CCc2ccncc2)(CCc2ccncc2)C(=O)N1Cc1ccccc1	x	4	x	x	3	x	0	x
Cc1ccc(S(=O)(=O)CC(=O)c2cc(C)c(OC(=O)N(C)C)c(C)c2)cc1	x	0	x	x	-6	x	0	x
O=C(NC[C@H]1CC[C@H]2[C@H](CN2Cc2cccnc2)O1)C1CC1	x	-1	x	x	-2	x	2	x
O=C(Nc1cccc(Cl)c1)OC1CN2CCC1CC2 (stereo not drawn)	x	0	x	x	-16	x	-2	x
COC(=O)c1ccc(N2CCN(C)CC2)c([N+](=O)[O-])c1	x	9	x	x	-13	x	-3	x
O=C(NC[C@H]1CC[C@@H]2NC[C@@H]2O1)C1CCCC1	x	-2	x	x	-3	x	2	x
Cc1cccc(-n2c(O)c(C=Nc3ccc(Br)cn3)c(=O)[nH]c2=O)c1	x	5	x	x	-416	x	-3	x
CNc1cc(Cl)c2nonc2c1[N+](=O)[O-]	x	4	x	x	-6	x	68*	x
O=C(c1ccc2c3c(cccc13)CC2)C1CCCN(Cc2ncc[nH]2)C1 (stereo not drawn)	x	-3	x	x	-21	x	5	x
CN1C(=O)C(=Cc2ccccc2OCCOc2ccc([N+](=O)[O-])cc2)C(=O)N(C)C1=O	x	14	x	x	-47	x	15	x
CCCCCCn1c(O)c(/C=N/N2CCCCCC2)c(=O)[nH]c1=O	x	-2	x	x	-1	x	-4	x
CCCCn1c(O)c(C(=O)/C=C/c2c[nH]c3ccccc23)c(=O)[nH]c1=O	x	1	x	x	-131	x	5	x
CCOP(=O)(OCC)C(O)c1cccc([N+](=O)[O-])c1 (stereo not drawn)	x	-1	x	x	0	x	-1	x
CCOC(=O)C(NC(=O)C(Cc1ccc(N(CCCl)CCCl)cc1)NC(C)=O)C(C)C (stereo not drawn)	x	-3	x	x	2	x	-1	x
COc1ccc(CN2C(=O)NC(=O)/C(=C\c3cc(OC)c(OC)c(OC)c3)C2=O)cc1	x	-6	x	x	-75	x	4	x
CCc1nnc(NS(=O)(=O)c2ccc(N=Cc3c(O)n(-c4ccc(Cl)cc4)c(=O)[nH]c3=O)cc2)s1	x	2	x	x	-365	x	-1	x
CC(=O)Nc1ccccc1C(=O)OCc1ccc(F)cc1	x	0	x	x	-7	x	-1	x
O=C(COC(=O)Cc1ccccc1)Nc1cccnc1Cl	x	-5	x	x	-10	x	6	x
CC(=O)c1cc(C#N)c(N2CCN(C)CC2)nc1C	x	-4	x	x	-13	x	-4	x
c1ccc2c(N3CCNCC3)nsc2c1	x	0	x	x	-9	x	-4	x

Only part of the results is shown; the hit share may differ from the screen's.
